# HCV inh: inhibitors of hepatitis C virus infection. Potency, µM (highest dose often 41.8 µM), for inactives: at the top dose activity change, negative = inhibition, most hits filed as inhibitors. 3.4% of 340,000 active. Huh7.5.1 HCVcc-Cre infection, luciferase reporter, 44 h. AID 651820
#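 1,000 cells/well; 4 h culture; + compound; + HCVcc-Cre (~0.5 moi); 44 h; luciferase substrate, RT 15 min; read 15 sec.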
# Tb PYK inh: inhibitors of Trypanosoma brucei pyruvate kinase; Q57TT1; TbPYK enzyme, Kinase-Glo Plus ATP luminescence, 45 min; Potency, µM (top dose mostly 76.8 µM), without a hit: at the top dose activity, negative = inhibition, hits mostly inhibitors; 0.12% of 410,000 active; AID 624173; also: nearly all actives have a fitted effect of over 50% in size
#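 In this concentration-response screen, enzyme-free wells defined baseline while DMSO plates tracked drift. Each reaction combined TbPYK, substrate, compound and 130 uM ADP for 45 min at room temperature. Kinase-Glo Plus luminescence gave the signal.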
# An asterisk follows results filed as active; u = inconclusive; & = joins results of further samples; [ ] = another dose, or the depositor's remark. Calls follow the shape of the dose curve; as a rule, active = well fitted curve in the direction sought with a large enough effect; inconclusive = small, poorly fitted or top-dose-only effect, or another doubt; inactive = no such curve, though single readings can be large; an effect the other way counts as inactive or inconclusive. % is scaled to controls: 0 for no effect and ±100 for the full control effect; potency is read from the fitted curve at half-maximal effect. These rows are one share of the data. The share of hits here may be higher or lower than overall.
mol	HCV inh	Tb PYK inh
Nc1nc(-c2cccnc2)nn1S(=O)(=O)c1ccccc1	-6.2%	1.3%
CCOc1ccc2oc(C(=O)OCC(=O)N(CC(C)C)c3c(N)n(Cc4ccccc4)c(=O)[nH]c3=O)c(C)c2c1	u	1.8%
Nc1ccc(C#Cc2ccc3oc4ccccc4c(=O)c3c2)cc1	-23.3%	0.9%
O=C(Nc1cccc(S(=O)(=O)NC2=NCCC2)c1)c1ccc(F)cc1F	-7.1%	-2.9%
COC(=O)[C@@]1(C)[C@H]2C(=O)N(Cc3ccccc3)C(=O)[C@H]2[C@H]2CN=C(SCc3ccc(C)cc3)N21	-16.4%	-10.0%
COc1cc(/C=C/C(=O)OCC(=O)N2CCCc3ccccc32)ccc1O	-26.8%	-1.1%
CCCCCCCCNCCS(=O)(=O)NCc1ccc(OC)cc1	u	0.5%
Cc1noc(C)c1S(=O)(=O)Nc1ccc2c(c1)C(=O)N([C@H](C)CO)C[C@@H](C)[C@@H](CN(C)Cc1ccc3c(c1)OCO3)O2	-7.1%	-9.3%
COc1cc(-c2cc(=O)c3c(C)cc(O)cc3o2)cc(OC)c1OC	9.4%	-4.8%
Cc1c(NC(=O)c2cc(S(=O)(=O)N3CCCCC3)ccc2Cl)c(=O)n(-c2ccccc2)n1C	2.7%	-3.9%
C#CCOCCOCCOCCNc1nc(N2CCN(C(=O)[C@H](CCCN=C(N)N)n3cc(C(N)[C@@H](C)CC)nn3)CC2)nc(N2CCN(C(=O)[C@H](CC(N)=O)n3cc([C@@H](N)CC(N)=O)nn3)CC2)n1 (stereo partly specified)	45.4%[activator]	2.4%
CCN(C[C@H]1N[C@@](C)(C(=O)OC)[C@H]2C(=O)N(C)C(=O)[C@@H]12)C(=O)C1CCCCC1	2.0%	3.3%
Cc1cccc(NC(=O)COC(=O)c2nn(C)c(=O)c3ccccc23)c1C	11.8%	-12.5%
Oc1ccc2ccccc2c1C=NNc1ccccn1	3.16µM*	-0.2%
O=C(CNC(=O)c1ccccc1)OCN1C(=O)c2ccccc2C1=O	7.7%	0.0%
O=C(NCc1ccccc1Br)c1cccc2c1C(=O)c1ccc(-c3ccc(OC(F)(F)F)cc3)cc1S2(=O)=O	-12.0%	-3.9%
CC(C)CC1CCCC12NC(=O)NC2=O (stereo unspecified)	16.7%	4.8%
Cc1cccc(C(=O)OCC(=O)NCc2ccc3c(c2)OCO3)c1C	9.8%	-1.6%
O=C1NC(=S)SC1=Cc1ccccc1Br	-1.8%	-5.1%
NC1=NN(c2c(Cl)cc(Cl)cc2Cl)C(=O)C1	8.3%	-24.6%
COC(=O)C1=C(C)N(Cc2ccccc2)C(=NCc2ccco2)N[C@H]1c1cccc(F)c1	0.0%	3.0%
COc1ccc(-c2coc3cc(O[C@@H]4O[C@H](CO)[C@@H](O)[C@H](O)[C@H]4O)c(OC)cc3c2=O)cc1	8.4%	11.9%
CC1=NNC(=O)C1Cc1c(Cl)cccc1Cl (stereo unspecified)	6.3%	2.1%
N#CC1=C(N)Oc2cc(N)ccc2C1c1ccccc1 (stereo unspecified)	-25.3%	-11.1%
CC1CCN(C(=O)Cn2cc(C(F)(F)F)ccc2=O)c2ccccc2S1 (stereo unspecified)	5.7%	-4.6%
CCC(=O)c1ccc(OCC(=O)OCC(=O)Nc2cccc(S(=O)(=O)N3CCOCC3)c2)cc1	30.3%[activator]	-17.9%
Nc1ccccc1-c1nnc(SCC(=O)Nc2ccccc2OC(F)F)[nH]c1=O	24.9%	2.1%
CCN(C[C@H]1N[C@@](C)(C(=O)OC)[C@H]2C(=O)N(Cc3ccccc3)C(=O)[C@@H]12)C(=O)c1ccccc1	u	1.0%
CC(Nc1nc(-c2ccc(F)cc2)cs1)c1nc2cc(Cl)c(Cl)cc2n1CCCO (stereo unspecified)	u	-5.1%
C/C(=N/NC(=O)c1ccc(C(C)(C)C)cc1)c1cccnc1	-9.3%	0.4%

# Overlap with the part before: 2 compounds, then new ones.
mol	HCV inh	Tb PYK inh
CC(Nc1nc(-c2ccc(F)cc2)cs1)c1nc2cc(Cl)c(Cl)cc2n1CCCO (stereo unspecified)	u	-5.1%
C/C(=N/NC(=O)c1ccc(C(C)(C)C)cc1)c1cccnc1	-9.3%	0.4%
COc1cc(C=c2c3ccccc3n3c2cc(-c2ccccc2)[n+]3C)cc(OC)c1OC	u	-13.2%
Cc1ccc2c(Cl)cc(Cl)c(O)c2n1	u	-8.7%&-7.8%
Nc1ncnc2c1ncn2[C@@H]1O[C@H](CNC(=O)[C@@H]2C[C@H](F)CN2)[C@@H](O)[C@H]1O	11.7%	-1.8%
O=c1cc(CN2CCN(S(=O)(=O)c3cccc(Cl)c3)CC2)c2ccc(O)cc2o1	u	0.4%
COc1cccc(-c2ccc(NC(=O)C3CCCN(Cc4ccco4)C3)cc2)c1 (stereo unspecified)	u	3.4%
CCN1C[C@@H]2[C@@H]3C(=O)N(C)C(=O)[C@@H]3[C@](Cc3ccccc3)(C1=O)N2C(=O)c1ccc(C(C)(C)C)cc1	5.3%	-2.3%
CC1CNC(=S)N(c2ccccc2)C1=O (stereo unspecified)	15.4%	-8.5%
Cc1ccc(S(=O)(=O)NCc2ccccc2)cc1C(=O)N(C)CC(=O)Nc1ccccc1Br	-18.3%	-1.7%
CC(=O)c1c(C)[nH]c(C(=O)OCc2nnc(-c3ccc([N+](=O)[O-])cc3)o2)c1C	u	-3.0%
CCN(CC)S(=O)(=O)c1ccc(Cl)c(C(=O)NNC(=O)c2csc(N3CCOCC3)n2)c1	0.1%	-5.5%
C/C(=N/NC(=O)COc1ccc(C(C)(C)C)cc1)c1ccc(N2CCOCC2)cc1	u	-0.2%
COC(=O)c1sccc1NC(=O)c1cccc(F)c1	-28.3%	1.4%
CSCCC(NC(=O)COc1ccccc1)C(=O)N1CCN(c2cccc(C(F)(F)F)c2)CC1 (stereo unspecified)	u	7.2%
COc1cc(-c2cc(OC)c(O)c(OC)c2)cc(OC)c1O	u	-7.0%
CC1CN(c2ccccn2)C(C)CN1C(=S)Nc1ccccc1 (stereo unspecified)	-5.5%	-8.0%
O=C(CSc1nc2ccccc2c(=O)n1CCCN1CCOCC1)Nc1ccc(Br)cc1	u	-2.7%
Cc1c(F)cccc1NS(=O)(=O)c1ccc(N2CCCC2=O)cc1	1.3%	-4.6%
Nc1ncnc2c1ncn2[C@@H]1O[C@H](CNCc2ccc(-n3cccn3)cc2)[C@@H](O)[C@H]1O	0.5%	-0.4%
Cc1cc(C)c(C(=O)c2ccccc2)c(C)c1	2.4%	2.1%
COc1ccccc1NS(=O)(=O)c1ccc(C(=O)NCc2ccc(S(N)(=O)=O)cc2)cc1	0.1%	-16.1%
Cc1nc(Cl)sc1C(=O)Nc1ccc(F)cc1	22.7%	-0.5%
C#CCOCCOCCOCCNc1nc(N2CCOCC2)nc(N2CCN(C(=O)[C@H](CC(N)=O)n3cc(C(N)[C@@H](C)CC)nn3)CC2)n1 (stereo partly specified)	-2.8%	-1.5%
COc1cc2[nH]c3c(c2cc1OC)CCN1CCCC[C@@H]31	14.3%	-0.3%
CC(NC(=O)CCC(=O)Nc1ccccc1O)c1ccccc1 (stereo unspecified)	9.0%	-4.6%
CCCN(CC(=O)Nc1ccccc1OC)C(=O)Cn1c(=O)oc2ccccc21	3.8%	-1.8%
C[C@]12CC[C@@H](O)CC1=CC(=O)C1C2CC[C@]2(C)C(=O)CCC12 (stereo partly specified)	7.1%	-12.8%
Cc1nnc(NC(=O)CSc2nnc(CNC(=O)c3ccccc3F)n2C(C)C)s1	7.2%	-16.7%
O=C1C=CC2=C3c4cc(O)c(O)cc4CC3(O)COC2=C1O (stereo unspecified)	-12.0%	u
Cc1ccccc1CN1[C@@H](C(C)C)COCCS1(=O)=O	22.0%	-0.5%
CCCCC1C(=O)NC(=S)N(C)C1=O (stereo unspecified)	12.8%	u
Cc1cc(C(=O)CN2C(=O)NC(CC(C)C)C2=O)c(C)n1C1CC1 (stereo unspecified)	-1.8%	-1.5%
O=C(O)c1cc(NS(=O)(=O)c2ccc(F)cc2)cc(NS(=O)(=O)c2ccc(F)cc2)c1	-7.7%	-5.1%
C[C@H](CO)N1C[C@H](C)[C@@H](CN(C)S(C)(=O)=O)Oc2c(NC(=O)Nc3ccccc3)cccc2C1=O	14.3%	3.2%
O=C(c1cccs1)N1CCN(C(=O)c2cn(-c3ccccc3)nc2-c2ccccc2)CC1	-14.0%	-18.4%
CC1CCC2(CC1)NC(=O)N(CC(=O)N1CC(C)CC(C)C1)C2=O (stereo unspecified)	30.2%[activator]	3.1%
Cc1ccc(C)c(NC(=O)CN(C)C(=O)C2=NNC(=O)CC2)c1	6.2%	-7.6%
CCC1(c2ccc(Cl)cc2)NC(=O)N(CC(=O)N2CCN(C(=O)c3ccco3)CC2)C1=O (stereo unspecified)	-7.6%	-2.7%
CC(NC(=O)CN(C)CC(=O)Nc1ccc(Cl)cc1)c1ccc(F)cc1 (stereo unspecified)	u	0.9%
Cc1cc(NC(=O)CN2C(=O)NC(C)(c3ccc(Cl)cc3Cl)C2=O)no1 (stereo unspecified)	-14.2%	-2.7%
CC(=O)c1cc(F)ccc1OCC(=O)Nc1ccc2c(c1)OCO2	-5.8%	-7.7%
CC(NC(=O)c1ccco1)C(=O)N1CC=C(c2ccccc2)CC1 (stereo unspecified)	3.3%	-6.2%
S=C(NCCc1ccccc1)N/N=C/c1cccs1	-15.3%	-0.1%
N#Cc1ccccc1N/C=C/C(=O)c1ccc(Cl)cc1	u	-6.1%
COC(=O)C1C=CC(OC2OC(COC(C)=O)C(OC(C)=O)C(OC(C)=O)C2OC(C)=O)n2c(=O)n(-c3ccccc3)c(=O)n21 (stereo unspecified)	10µM*	-2.0%
COc1ccc(-c2nnc(SCC(=O)N3CCCC3)o2)cc1OC	1.5%	4.4%
O=C(OCC(=O)N(CCc1ccccc1)Cc1ccccc1)c1ccc(F)c(S(=O)(=O)N2CCOCC2)c1	-19.9%	-8.8%
O=C(COC(=O)[C@@H]1CCCN1C(=O)c1cccs1)Nc1cccc(Cl)c1	-4.8%	-6.8%
CC(C)(C)N(Cc1ccccc1)C(=O)COC(=O)c1ccc(S(=O)(=O)N2CCOCC2)cc1	-5.9%	7.6%
NS(=O)(=O)c1nc[nH]c1[N+](=O)[O-]	5.8%	-3.3%
COCC(=O)N1CCC2CC1c1cc(Cl)ccc12 (stereo unspecified)	2.9%	0.0%
COc1cccc(C(=O)NCC(=O)OC(C)C(=O)NC23CC4CC(CC(C4)C2)C3)c1 (stereo unspecified)	3.1%	-5.4%
O=c1[nH]c2c(c(=O)[nH]1)OCN(Cc1ccccc1)C2	2.0%	-5.5%
O=C(COC(=O)C12CC3CC(CC(Cl)(C3)C1)C2)Nc1ccccc1	10.7%	10.3%
Clc1ccc(C=NN2CCCCCC2)c(Cl)c1	-2.6%	-3.6%
O=C(C1COc2ccccc2O1)N1CCN(c2ccc([N+](=O)[O-])cc2)CC1 (stereo unspecified)	22.4µM*	0.0%
CC(NC(=S)NC(=O)c1cccs1)c1ccccc1 (stereo unspecified)	u	-0.9%
c1ccc2occc2c1	1.6%	1.9%
C[C@H](O)[C@@H]1C(=O)N2CCc3ccc(-c4ccccc4)cc3[C@@H]2C[C@@H]1N(C)C(=O)c1ccc(C#N)cc1	-5.0%	-5.6%
COc1ccc(OC)c(CN2CCN(C(=O)c3cccc(S(=O)(=O)Nc4ccc(F)cc4)c3)CC2)c1	u	1.4%
COc1cc([N+](=O)[O-])ccc1NC(=O)CN1C(=O)NC2(CCCCC2C)C1=O (stereo unspecified)	-1.0%	-2.7%

# Continued:
mol	HCV inh	Tb PYK inh
CC(=O)OC1CCC2(C)C(CCC3C2CC(OC(C)=O)C2(C)C3C[C@@H]3O[C@]4(CC[C@@H](C)CO4)[C@@H](C)C32)C1 (stereo partly specified)	11.3%	-1.9%
C#CCN1C=CC(=O)[C@@H](OC(=O)Nc2ccc(Cl)cc2)[C@H]1c1ccccc1Br	8.91µM*	0.6%
CC(=O)Nc1ccc(Oc2nc(-c3cccnc3)nc3sc4c(c23)CCCC4)cc1	-1.2%	-9.3%
Cc1ccc(S(=O)(=O)Nc2ccc3ccccc3c2[N+](=O)[O-])cc1	-0.4%	-3.8%
CCN(CC)S(=O)(=O)c1cc(NC(=S)NC(=O)C2CCCC2)ccc1C	3.16µM*	3.4%
O=C(NC(=S)NN1CCOCC1)c1cc(Br)ccc1Cl	12.2%	-0.7%

# Shown with values under each structure: part of the list above.
# Below each compound – HCV inh	Tb PYK inh
> CC(=O)Nc1ccc(Oc2nc(-c3cccnc3)nc3sc4c(c23)CCCC4)cc1
→ -1.2%	-9.3%
> O=C(NC(=S)NN1CCOCC1)c1cc(Br)ccc1Cl
→ 12.2%	-0.7%
> CCN(CC)S(=O)(=O)c1cc(NC(=S)NC(=O)C2CCCC2)ccc1C
→ 3.16µM*	3.4%
> Cc1ccc(S(=O)(=O)Nc2ccc3ccccc3c2[N+](=O)[O-])cc1
→ -0.4%	-3.8%

# Source: PubChem
